# KAT2A inh – inhibitors of human GCN5L2 histone acetyltransferase; Potency, µM (series often up to 58.9 µM), for the others: top-dose activity change, negative = inhibition, most hits filed as inhibitors; actives 0.21% (n = 390,000); Q92830; GCN5L2 HAT assay, ThioGlo1 CoA-SH fluorescence
#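 Free CoA generated was detected with ThioGlo1 (50uM) fluorescence at Ex340nm/Em540nm, read immediately and after 20 min at room temperature. Enzyme, 20 nM in HEPES pH 7.5 buffer, saw compounds 15 min before adding 75uM H3(1-25) peptide and 70uM acetyl-CoA.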
# N370S GC – inhibits or activates N370S mutant glucocerebrosidase | N370S GC spleen homogenate, 4MU-glucoside fluorescence | Potency, µM (top dose mostly 59.4 µM), inactives show top-dose activity change, negative = inhibition, hits mostly inhibitors | AID 2101 | actives 0.092% (n = 330,000) | P04062;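 also: 0% = full enzyme activity and -100% = no enzyme basal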
# FEN1 inh – human FEN1 inhibition. P39748. Recombinant FEN1 flap cleavage, fluorescence, 15 min. actives 0.35% (n = 390,000). Potency, µM (top dose mostly 114 µM), without a hit: at the highest dose activity change, negative = inhibition, usual class: inhibitors; also: nearly all actives have a fitted effect of over 65% in size
# Target sequence (P39748 whole entry, looked up): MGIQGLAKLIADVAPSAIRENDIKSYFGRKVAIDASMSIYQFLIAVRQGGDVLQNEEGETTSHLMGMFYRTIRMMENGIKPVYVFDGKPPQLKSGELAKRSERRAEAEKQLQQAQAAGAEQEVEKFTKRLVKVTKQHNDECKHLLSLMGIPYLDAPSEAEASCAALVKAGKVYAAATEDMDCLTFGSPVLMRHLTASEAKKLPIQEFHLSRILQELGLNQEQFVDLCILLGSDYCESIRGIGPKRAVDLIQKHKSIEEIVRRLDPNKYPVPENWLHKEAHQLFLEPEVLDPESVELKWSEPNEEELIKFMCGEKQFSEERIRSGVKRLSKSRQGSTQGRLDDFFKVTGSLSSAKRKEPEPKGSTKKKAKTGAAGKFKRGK
#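 FEN1 at 10 nM preincubated with compounds 15 min at room temperature, then flap DNA substrate added at 50 nM final. Signal read at 0 and 15 min; concentration-response fitted with four-parameter Hill equation.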
# An asterisk follows results filed as active; ? = inconclusive; nt = not tested or not shown; & = joins results of further samples; [ ] = another dose, or the depositor's remark. Calls follow the shape of the dose curve; as a rule, active = well fitted curve in the direction sought with a large enough effect; inconclusive = small, poorly fitted or top-dose-only effect, or another doubt; inactive = no such curve, though single readings can be large; an effect the other way counts as inactive or inconclusive. Unless noted, % is scaled to controls: 0 for no effect and ±100 for the full control effect; potency is read from the fitted curve at half-maximal effect. These rows are one share of the data (hit frequency here may not be typical).
cpd	SMILES	KAT2A inh	N370S GC	FEN1 inh
1	O=S(=O)(c1ccccc1)N1CCC(O)(CN2CCN(c3ccccc3)CC2)CC1	-10%	-1%	-2%
2	Cc1ccc(-c2[nH]c3cc(C(N)=O)ccc3c(=O)c2O)cc1	0%	-2%	?
3	CSc1ccc(CCNC(=O)c2ccc(CS(=O)Cc3ccccc3Cl)o2)cc1 (stereo not drawn)	-3%	15%	1%
4	CC(C)CCn1c(=S)[nH]c2ncccc2c1=O	-6%	19%	3%
5	CN(CC(=O)Nc1ccccc1Cl)C(=O)COC(=O)CSc1ccc(Cl)cc1	-3%	nt	4%
6	CC(C)(C)c1cc(NC(=O)c2ccco2)no1	-8%	-2%	-8%
7	CSc1ccc(/C=N\Nc2nncn2N)cc1	0%	-14%	?
8	COc1ccc(CC(=O)Nc2cccc(C(=O)O)c2C)cc1	-4%	4%	-3%
9	O=C(NCc1ccco1)c1nc(-c2ccccc2)n(-c2ccccc2)n1	-3%	5%[2.35 µM]	-2%
10	COc1ccc(CCNC(=O)c2cccnc2SC)cc1	-2%	-1%	7%
11	Cc1cc(C)n(-c2ccc(Cl)c(C(=O)Nc3cc(C(F)(F)F)ccc3Cl)n2)n1	1%	-1%	14%
12	Cc1ccnc(N2CCC(C(=O)NCc3ccc4c(c3)OCO4)CC2)n1	3%	6%	2%
13	CC1CCCCN1c1nnc(NC(=O)c2cc(-c3ccc(Br)cc3)on2)s1 (stereo not drawn)	-24%	1%	8%
14	CCOC(=O)c1[nH]c(C)c(C(=O)Nc2ccccc2F)c1C	-8%	-5%	-1%
15	COc1ccc(CCN=Cc2ccccc2O)cc1OC	-2%	-21%	2%
16	COc1ccc(-c2cc(=O)oc3cc(OC(C)C(=O)NC(Cc4c[nH]c5ccc(O)cc45)C(=O)O)ccc23)cc1 (stereo not drawn)	-13%	-1%	-3%
17	O=C(COc1ccccc1)N1CCN(S(=O)(=O)c2cccc([N+](=O)[O-])c2)CC1	-5%	-5%	9%
18	O=C(NCc1ccco1)C(=O)c1c[nH]c2ccccc12	-1%	8%	4%
19	O=C(Nc1ccc(F)cc1)Nc1nnc(Cc2ccccc2)s1	-4%	-6%	11%
20	COc1cccc(-c2nnc3sc(C4CCCCC4)nn23)c1	-5%	?	-11%
21	CN1CCN(CCC(=O)Nc2ccc(F)c(F)c2)CC1	0%	1%	-1%
22	Cc1ccc(S(=O)(=O)n2[nH]c(=O)c(CCO)c2C)cc1	-17%	13%	-3%
23	CCc1ccc(C(=O)N2CCN(c3ccc(NC(=O)c4cccnc4)cc3)CC2)cc1	-1%	-7%	-2%
24	O=C(CNC1CCN(Cc2ccccc2)CC1)Nc1ccc(S(=O)(=O)N2CCCCC2)cc1	-4%	-12%	-2%
25	Cc1nc(SCC(=O)Nc2c(C)n(C)n(-c3ccccc3)c2=O)nc(C)c1C	26%	0%	0%
26	O=C(NC(=S)Nc1nc2c(s1)CCCC2)c1ccc(C(=O)c2ccccc2)cc1	1%	8%	-4%
27	O=C(COC(=O)[C@@H]1CC(O)CN1S(=O)(=O)c1ccc2c(c1)OCCO2)NCc1ccc(F)cc1 (stereo partly drawn)	1%	-4%	4%
28	O=C(NCCN1CCN(c2ccccc2)CC1)C1CCCN(S(=O)(=O)c2cnc[nH]2)C1 (stereo not drawn)	-2%	1%	-1%
29	FC(F)(F)c1cc(-c2cccs2)nc(NCc2ccco2)n1	?	4%	-1%
30	COc1ccc(OC)c(-c2csc(-c3c(N)c(C(=O)c4ccc(Cl)cc4)n4ccccc34)n2)c1	-8%	nt	-11%
31	O=C1c2ccccc2C(=O)N1Cc1nc2ccccc2c(=O)n1Cc1ccco1	3%	11%	-2%
32	c1ccc(-c2nc3ccccc3nc2-c2ccccn2)nc1	-3%	-5%	-3%
33	COc1cccc(OC)c1C(=O)OCC(=O)NC(=O)NCc1ccccc1	-5%	-7%	-2%
34	Nc1c(C(=O)NCc2ccco2)nnn1CC(=O)Nc1ccc2c(c1)OCO2	-1%	0%	4%
35	O=C(NC1CCCC1)C(c1ccccn1)N(C(=O)c1csnn1)C1CCCC1 (stereo not drawn)	0%	9%	-3%
36	COc1ccccc1NC(=O)CSc1nc2ccccc2c(=O)n1CC1CCCO1 (stereo not drawn)	-10%	?	-2%
37	CCN1CCCC1CNC(=O)c1ccc2c(=O)n(CCOC)c(=O)[nH]c2c1 (stereo not drawn)	-11%	?	4%
38	O=C(NC1CCCC1)c1cc(S(=O)(=O)N2CCOCC2)c(Cl)cc1Cl	11%	6%	-3%
39	CCOc1cc(C(=O)Nc2cccc3cccnc23)cc(OCC)c1OCC	-12%	nt	-27%
40	COc1cc(CN2CCN(C(=O)CC(C)C)CC2)c([N+](=O)[O-])cc1OC	-5%	-7%	-19%
41	Cc1ccc(S(=O)(=O)N(C)c2c(C)ccc(S(=O)(=O)NC(C)(C)C)c2C)cc1	-15%	3%	-14%
42	COc1cc(OC)c2c(c1C(CCN1CCCC(C)C1)c1ccc(N(C)C)cc1)OC(=O)CC2c1ccc(N(C)C)cc1 (stereo not drawn)	nt	?	1%
43	O=C(CSc1ccc(-c2cccnc2)nn1)Nc1ccccc1F	-3%	7%	2%
44	S=c1nc(C2COc3ccccc3O2)[nH][nH]1 (stereo not drawn)	?	2%	-1%
45	CCNc1nc2c(c(=O)[nH]c(=O)n2C)n1CC(C)C	-1%	-4%	2%
46	COc1ccc(Cl)cc1NC(=O)C1CC(=O)N(C2CCCCC2)C1 (stereo not drawn)	-7%	-15%	-1%
47	Cc1cc(Cl)c2ccc3ccccc3c2n1	-2%	4%	-3%
48	CC1(C)N=C(N)NC(Nc2ccccc2)=N1	-7%	0%	-14%
49	N#CCCN1CCN(S(=O)(=O)c2ccc(S(=O)(=O)NCc3ccccc3)cc2)CC1	?	-1%	4%
50	O=C(O)C1CCCCC1C(=O)NCc1ccccc1 (stereo not drawn)	-2%	19%	8%

# One compound at a time, as listed above. Values in the order: KAT2A inh, N370S GC, FEN1 inh
# `O=C(O)C1CCCCC1C(=O)NCc1ccccc1` (stereo not drawn) as listed: -2%, 19%, 8%
# `CC1(C)N=C(N)NC(Nc2ccccc2)=N1` as listed: -7%, 0%, -14%
# `Cc1ccc(S(=O)(=O)N(C)c2c(C)ccc(S(=O)(=O)NC(C)(C)C)c2C)cc1` as listed: -15%, 3%, -14%

# (listing goes on)
cpd	SMILES	KAT2A inh	N370S GC	FEN1 inh
51	CC(C)NC(=O)C1=CC(c2ccc3c(c2)OCO3)=NS(=O)(=O)N1C	-7%	nt	-2%
52	Cc1ccc(NS(=O)(=O)c2ccc(C(=O)N3CCC3)cc2)cc1	?	-15%	-1%
53	CC(C)c1ccc(NC(=O)c2ccc(=O)n(Cc3ccccc3)c2)cc1	-4%	nt	-16%
54	C[C@H](CO)N1C[C@H](C)[C@@H](CN(C)S(=O)(=O)c2ccc(F)cc2)Oc2c(NC(=O)Nc3ccccc3)cccc2C1=O	-6%	nt	7%
55	CCN(CCCNC(=O)CN1C(=O)COc2ccccc21)c1ccccc1	-2%	21%	-4%
56	Cc1cc(S(=O)(=O)N2CCN(CC(=O)N(C)Cc3ccccc3)CC2)ccc1Br	-7%	-6%	-4%
57	Cc1cccc(NC(=O)NC2CCCCCCC2)c1C	-4%	0%	20%
58	COc1ccc(CC(=O)N(C)CC(=O)Nc2ccc(F)cc2)cc1S(=O)(=O)N1CCOCC1	-3%	nt	-3%
59	C=CCn1c(N2CCN(c3ccc(OC)cc3)CC2)nc2c1c(=O)n(C)c(=O)n2C	2%	6%	5%
60	O=C(NC1CCCC1)c1cc2cc(Br)ccc2o1	-8%	-1%	8%
61	O=S(=O)(NCc1ccccc1)NCc1ccc(Cl)cc1Cl	-28%	2%	-13%
62	C=CCNC(=O)c1onc(CSc2ccc(F)cc2)c1C(=O)O	1%	4%	-4%
63	c1ccc(CN(Cc2ccccc2)c2ncnc3c2nnn3Cc2ccccc2)cc1	-3%	4%	2%
64	O=C(COC(=O)c1ccccc1F)Nc1cccnc1Cl	-5%	-3%	-2%
65	Cc1ccc(-c2nc(CSCC(=O)Nc3cc(C)on3)c(C)o2)cc1	-1%	2%	0%
66	O=C(CNC(=O)c1ccc(Br)cc1)c1ccccc1	-4%	1%	1%
67	O=C(c1cc2ncc(Br)cn2n1)N1CCOCC1	-26%	1%	2%
68	O=S(=O)(c1ccccc1)c1nc(NCc2ccccc2)sc1Cl	-7%	13%	5%
69	O=c1[nH]c2ccccc2n1C1=CCCC1	1%	-8%	-4%
70	CCSc1nc(=S)cc(C)[nH]1	5%	13%	-4%
71	C[C@H]1CN([C@@H](C)CO)C(=O)c2cccc(NC(=O)Nc3ccc(C(F)(F)F)cc3)c2O[C@@H]1CN(C)C(=O)Nc1ccc(F)cc1	-9%	nt	-3%
72	O=C(Nc1nnc(SCC(=O)N2CCCCC2)s1)C1CCCCC1	-11%	9%	-3%
73	O=C(CN1C(=O)CCC1=O)Nc1ccc(S(=O)(=O)N2CCOCC2)cc1	-7%	10%[2.35 µM]	-2%
74	CN(CCOc1ccc(Cl)c(Cl)c1)Cc1ccccc1	-1%	?	8%
75	COc1ccc2nc(NC(=O)CSc3ccccc3)sc2c1	-6%	3%	?

# In the list so far, these contain bromine:
cpd	SMILES	KAT2A inh	N370S GC	FEN1 inh
13	CC1CCCCN1c1nnc(NC(=O)c2cc(-c3ccc(Br)cc3)on2)s1 (stereo not drawn)	-24%	1%	8%
56	Cc1cc(S(=O)(=O)N2CCN(CC(=O)N(C)Cc3ccccc3)CC2)ccc1Br	-7%	-6%	-4%
60	O=C(NC1CCCC1)c1cc2cc(Br)ccc2o1	-8%	-1%	8%
66	O=C(CNC(=O)c1ccc(Br)cc1)c1ccccc1	-4%	1%	1%
67	O=C(c1cc2ncc(Br)cn2n1)N1CCOCC1	-26%	1%	2%

# Additional records follow.
cpd	SMILES	KAT2A inh	N370S GC	FEN1 inh
76	COc1ccc(S(=O)(=O)N(C)C[C@@H]2Oc3ccc(NS(C)(=O)=O)cc3C(=O)N([C@@H](C)CO)C[C@H]2C)cc1	0%	nt	12%
77	Cc1nonc1C1CCCN1Cc1nc(-c2ccccc2Cl)oc1C (stereo not drawn)	-9%	-3%	12%
78	COc1cc(NC(=O)C2CC(=O)NC3=C2C(=O)CC(C)(C)C3)c(OC)cc1Cl (stereo not drawn)	-5%	-2%	-6%
79	CC(C)(C)[C@H]1COC(=O)CCCC/C=C\C[C@H](CC(=O)NCCO)C(=O)N1	-1%	nt	14%
80	COc1ccc(/C=C2\OC(=O)c3c(OC)cccc32)cc1OC	-18%	7%	10%
81	Cc1ccc(-c2noc(C3CCCN(S(=O)(=O)c4ccc(S(=O)(=O)N(C)C)cc4)C3)n2)o1 (stereo not drawn)	3%	2%	-1%
82	Clc1ccc2c(c1)C(c1cccs1)=NNC(c1cccnc1)=N2	-19%	-13%	-13%
83	OC(Cn1cncn1)c1ccc(Cl)cc1Cl (stereo not drawn)	2%	-7%	10%
84	CCOc1ccc(-c2nc(-c3cccnc3)no2)cc1OCC	-2%	-28%	4%
85	CC(C(=O)O)N1C(=O)CSc2ncccc21 (stereo not drawn)	-3%	9%	5%
86	CCCNS(=O)(=O)c1ccc(CCC(=O)NCC2CCCO2)cc1 (stereo not drawn)	1%	4%	-6%
87	O=C(Nc1ccc(NC(=O)c2ccc([N+](=O)[O-])o2)cc1Cl)c1ccco1	-2%	-6%	0%
88	CCN(c1ccccc1)S(=O)(=O)c1ccc(NC(=O)c2cc(=O)c3ccccc3o2)cc1	-13%	nt	8%
89	CCN(CC)S(=O)(=O)c1ccc2c(c1)N(CC(=O)NCCCN1CCN(c3cc(C)ccc3C)CC1)C(=O)CO2	9%	nt	6%
90	COc1ccc(S(=O)(=O)N(CC(=O)Nc2cccnc2)c2ccccc2OC)cc1	-6%	10%	0%
91	CC(=O)Nc1ccc(S(=O)(=O)N2CCN(C(=O)CCC3CCCC3)CC2)cc1	-8%	4%	-8%
92	CCNC(=S)NN=C1c2ccccc2-c2ccccc21	-15%	-1%	?
93	COc1cc(OC)cc(C(=O)NCC2CCCN(C(=O)c3csc(C)n3)C2)c1 (stereo not drawn)	-15%	-10%	18%
94	COCCn1nnnc1CN(CCCN1CCOCC1)Cc1cc2c(C)ccc(C)c2[nH]c1=O	-2%	8%	0%
95	O=c1ccc(-c2ccccc2)n[nH]1	-3%	7%	-3%
96	CCOCC(=O)N1CCN(c2ccc([N+](=O)[O-])cc2)CC1	-12%	-8%	-3%
97	COc1ccccc1NS(=O)(=O)c1ccc(C)c(C(N)=O)c1	-8%	0%	-5%
98	COC(=O)Cc1ccc(NC(=S)Nc2ccc(N3CCOCC3)cc2)cc1	-4%	-9%	0%
99	O=C(NC1CCCC1)c1ccc([N+](=O)[O-])s1	-3%	-5%	1%
100	O=C1CCN(CCc2ccccc2)CCN1[C@H](CO)c1ccccc1	1%	?	-2%&-14%
101	Cc1ccccc1NC(=O)CSc1nc2c(c(-c3ccco3)c1C#N)CCCC2	1%	-1%	16%
102	COc1ccc(C(CC(=O)O)NC(=O)COc2ccccc2OC)cc1OC (stereo not drawn)	-17%	-3%	-7%

# Source: PubChem
